Pf growth 96h – P. falciparum growth inhibition at 96 hour, primary screen for plastid delayed-death inhibitors | P. falciparum luciferase reporter growth, 96 h | Potency, µM (highest dose often 28.7 µM), for the others: at the highest dose activity change, negative = inhibition, hits mostly inhibitors | 6.9% of 320,000 active; further: potency means the concentration at half of the fitted maximal effect; on the % scale 0 is the no-effect control and ±100 the full control effect
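96 h incubation, 37 C, 5% CO2, of luciferase-reporter P. falciparum-infected RBCs (2% hematocrit, 0.05% parasitemia final) with test compounds; endpoint luminescence.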
Shiga inhibitor – blocks Shiga toxin action in Vero cells; 9.2% of 290,000 active; AID 2315; inhibition, % at 38.7 µM; Vero cells, Shiga toxin protein synthesis inhibition reporter; in the data active means inhibition mostly above about 28%, no sharp cut-off; inactive means mostly below about 43%; further: 0% is about no effect
Cycloheximide cs – counter-screen for Shiga toxin inhibitors: cycloheximide protein synthesis inhibition | cell reporter, cycloheximide protein synthesis inhibition counterscreen | 12% of 300,000 active | max response, % | AID 2314; in the data active means max response mostly above about 13%, no sharp cut-off; inactive means mostly below about 14%; further: read at 38.3 µM for the half of the compounds with a filed dose; 0% is about no effect
Pf growth 48h – P. falciparum growth inhibition at 48 hours (one generation). P. falciparum luciferase growth in erythrocytes, 48 h. Potency, µM (titrated, usually from 28.7 µM), inactives show at the top dose activity change, negative = inhibition, most hits filed as inhibitors. 5.9% of 310,000 active. AID 504832; further: potency means the concentration at half of the fitted maximal effect; on the % scale 0 is the no-effect control and ±100 the full control effect
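Here the parasites carry a stable luciferase gene and grow inside erythrocytes in Albumax-based RPMI medium with compound for one erythrocytic cycle. Activity is scored as loss of luminescent signal.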
LmPK inh – blocks Leishmania mexicana pyruvate kinase activity | AID 1721 | Q27686 | Potency, µM (doses to about 57.5 µM), without a hit: at the highest dose activity change, negative = inhibition, usual class: inhibitors | 0.37% of 290,000 active | purified LmPK, Kinase-Glo ATP luminescence, 1 h; further: potency means the concentration at half of the fitted maximal effect; on the % scale 0 is the no-effect control and ±100 the full control effect
Target sequence (Q27686 whole entry, looked up): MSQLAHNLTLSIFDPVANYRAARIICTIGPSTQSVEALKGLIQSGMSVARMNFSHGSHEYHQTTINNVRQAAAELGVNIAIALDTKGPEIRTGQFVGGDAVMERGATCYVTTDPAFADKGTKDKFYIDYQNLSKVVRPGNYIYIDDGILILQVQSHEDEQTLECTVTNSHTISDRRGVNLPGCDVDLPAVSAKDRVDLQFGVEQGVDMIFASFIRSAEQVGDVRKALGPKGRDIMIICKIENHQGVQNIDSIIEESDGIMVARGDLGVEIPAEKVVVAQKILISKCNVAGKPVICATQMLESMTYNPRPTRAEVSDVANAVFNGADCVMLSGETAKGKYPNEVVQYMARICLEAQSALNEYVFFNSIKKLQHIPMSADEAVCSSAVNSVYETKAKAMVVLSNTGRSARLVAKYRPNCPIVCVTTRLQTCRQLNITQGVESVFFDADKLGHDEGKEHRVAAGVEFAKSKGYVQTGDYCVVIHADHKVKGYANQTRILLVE
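Screened at intermediate enzyme activity to detect both inhibitors and activators: LmPK at 0.1 nM, with a 0.5 nM enzyme column as activation reference. PEP 0.5 mM, ADP 0.1 mM; ATP detected by luminescence after 1 h.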
Tb PYK inh – T. brucei pyruvate kinase inhibition | TbPYK enzyme, Kinase-Glo Plus ATP luminescence, 45 min | 0.12% of 410,000 active | AID 624173 | Potency, µM (top dose mostly 76.8 µM), inactives show top-dose activity, negative = inhibition, actives largely listed as inhibitors; further: potency means the concentration at half of the fitted maximal effect; on the % scale 0 is the no-effect control and ±100 the full control effect; nearly all actives have a fitted effect of over 50% in size
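Enzyme and substrate buffer are dispensed first and compound is pin-transferred. ADP at 130 uM final then starts the reaction, which runs 45 min at room temperature. Detection reagent is added for 10 min before luminescence is imaged.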
HCV inh – HCV inhibition; AID 651820; 3.4% of 340,000 active; Potency, µM (titrated, usually from 41.8 µM), for inactives: at the highest dose activity change, negative = inhibition, most hits filed as inhibitors; Huh7.5.1 HCVcc-Cre infection, luciferase reporter, 44 h; further: potency means the concentration at half of the fitted maximal effect; on the % scale 0 is the no-effect control and ±100 the full control effect
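Compounds are dispensed onto cells plated 4 h earlier at 1,000 per well, with HCVcc-Cre virus (about 0.5 moi) added next. Following 44 h of culture, luminescent signal is measured for 15 sec after 15 min with substrate at room temperature.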
* = called active by the depositor; & = joins results of further samples; [ ] = remark or other dose. Unless noted, the call rests on the fitted dose curve; in most records, active means well fitted curve in the direction sought with a large enough effect; inconclusive means small, poorly fitted or top-dose-only effect, or another doubt; inactive means no such curve, though single readings can be large; an effect the other way counts as inactive or inconclusive.

What do the screens show for `O=C(c1cccc(C(F)(F)F)c1)c1c[nH]c(C(=O)NCCCN2CCOCC2)c1`?
Pf growth 96h: inconclusive; Shiga inhibitor: 3.2; Cycloheximide cs: 4.1; Pf growth 48h: inconclusive; LmPK inh: -4.3%; Tb PYK inh: -3.6%; HCV inh: 18.4%

Results for COCCCN1CN=C(NS(=O)(=O)c2ccc(C)cc2)NC1 ?
Pf growth 96h: -1.3%; Shiga inhibitor: -2.6; Cycloheximide cs: -5.5; Pf growth 48h: 2.4%; LmPK inh: -5.0%; Tb PYK inh: 0.8%; HCV inh: 0.5%

Results for Cc1nc2nc(SCC(=O)NCc3ccco3)nn2c(C)c1Cc1c(F)cccc1Cl ?
Pf growth 96h: inconclusive; Shiga inhibitor: -13.3; Cycloheximide cs: -1.8; Pf growth 48h: -3.3%; LmPK inh: 2.9%; Tb PYK inh: -5.1%; HCV inh: -28.9%

Results for Cc1cc(=O)[nH]c(SCC(=O)N2CCCCC2)n1 ?
Pf growth 96h: inconclusive; Shiga inhibitor: 3.6; Cycloheximide cs: -2.0; Pf growth 48h: 12.4%; LmPK inh: 3.2%; Tb PYK inh: 1.7%; HCV inh: 16.2%

What do the screens show for `O=C(CN1CCN(Cc2ccc(Cl)cc2)CC1)N/N=C/c1ccncc1`?
Pf growth 96h: -23.9%; Shiga inhibitor: -5.8; Cycloheximide cs: -4.8; Pf growth 48h: -9.0%; LmPK inh: 1.0%; Tb PYK inh: -6.3%; HCV inh: 6.1%

Results for CC(OC(=O)c1ccc(NC(=O)CC#N)cc1)C(=O)Nc1ccc(Oc2ccccc2)cc1 (stereo unspecified) ?
Pf growth 96h: inconclusive; Shiga inhibitor: -14.1; Cycloheximide cs: -1.8; Pf growth 48h: inconclusive; LmPK inh: -2.1%

What do the screens show for `Cn1c(SCc2nc(-c3cccs3)no2)nnc1C1CCCCC1`?
Shiga inhibitor: -6.5; Cycloheximide cs: -2.8; Pf growth 48h: inconclusive; LmPK inh: 2.2%; Tb PYK inh: 2.1%; HCV inh: -13.5%

Results for C/C(=N\NC(=S)Nc1ccccc1)c1c(O)n(C)c(=O)n(C)c1=O ?
Pf growth 96h: 7.4%; Shiga inhibitor: active; Cycloheximide cs: 42.3*; Pf growth 48h: 36.1%[activator]; LmPK inh: -0.1%; Tb PYK inh: -9.0%; HCV inh: 0.3%

Results for CN(Cc1ccccc1)C(=O)c1ccc(NC(=O)Cc2cccc(NC(=O)C3CCCN(C(=O)CCc4ccccc4)C3)c2)cc1 (stereo unspecified) ?
Pf growth 96h: 1.47µM*; Pf growth 48h: 3.7µM*; Tb PYK inh: 2.9%; HCV inh: inconclusive

How did CCOC(=O)N1CCN(C(=S)NC(=O)c2cc(Br)ccc2Cl)CC1 do in these assays?
Pf growth 96h: 2.1%; Shiga inhibitor: -8.6; Cycloheximide cs: -1.9; Pf growth 48h: -0.8%; LmPK inh: 2.4%; Tb PYK inh: -6.5%; HCV inh: 13.8%

Results for COc1ccccc1CCC(=O)OCC(=O)Nc1cc(C)nn1-c1ccccc1 ?
Pf growth 96h: 16.2%; Pf growth 48h: -4.8%; Tb PYK inh: -0.7%; HCV inh: -0.9%

How did CCN(CC)S(=O)(=O)c1ccc(NCCc2ccccn2)nc1 do in these assays?
Pf growth 96h: 12.3%; Shiga inhibitor: 21.3; Cycloheximide cs: 7.5; Pf growth 48h: -7.2%; LmPK inh: -3.7%; Tb PYK inh: -3.0%; HCV inh: 3.5%

What do the screens show for `COc1ccc(/C=C2\N=C(SC)SC2=O)cc1OC`?
Pf growth 96h: inconclusive; Shiga inhibitor: -12.8; Cycloheximide cs: -4.2; Pf growth 48h: 2.6%; LmPK inh: 3.7%; Tb PYK inh: 0.6%; HCV inh: inconclusive

What do the screens show for `NC(=NC(=O)c1ccccc1)N1CCN(C(c2ccccc2)c2ccccc2)CC1`?
Pf growth 96h: inconclusive; Shiga inhibitor: -14.3; Cycloheximide cs: -0.9; Pf growth 48h: inconclusive; LmPK inh: -0.6%; Tb PYK inh: 6.0%; HCV inh: -15.1%

What do the screens show for `N#Cc1c(/N=C/c2cccs2)sc2c1CCCCC2`?
Shiga inhibitor: 85.7*; Cycloheximide cs: 34.9*; Pf growth 48h: 353.5%[activator]; LmPK inh: inconclusive; Tb PYK inh: -10.8%; HCV inh: 10µM*

Results for CC(C)(C)c1ccc(C(=O)c2c[nH]c(C(=O)NCC3CCCO3)c2)cc1 (stereo unspecified) ?
Pf growth 96h: inconclusive; Shiga inhibitor: 22.1; Cycloheximide cs: 22.4*; Pf growth 48h: inconclusive; LmPK inh: 7.8%; Tb PYK inh: 0.7%; HCV inh: -24.1%

How did Cn1nc(C(=O)OCC(=O)N2CCc3ccccc32)c2ccccc2c1=O do in these assays?
Shiga inhibitor: -3.4; Cycloheximide cs: -3.9; Pf growth 48h: 14.0%; LmPK inh: -1.6%; Tb PYK inh: 0.5%; HCV inh: 2.4%

What do the screens show for `O=c1cccc2n1CC1CC2CN(C(c2ccccc2)c2sc3ncnn3c2O)C1` (stereo unspecified)?
Pf growth 96h: 34.2%[activator]; Shiga inhibitor: -1.9; Cycloheximide cs: -3.6; Pf growth 48h: 25.0%; LmPK inh: 0.8%; Tb PYK inh: -2.5%; HCV inh: -0.2%

What do the screens show for `CSc1nnnn1-c1c(C)cc(C)cc1C`?
Pf growth 96h: 2.4%; Shiga inhibitor: 11.6; Cycloheximide cs: 5.1; Pf growth 48h: -10.9%; LmPK inh: 0.2%; Tb PYK inh: -3.1%; HCV inh: -7.5%

What do the screens show for `CCn1cc(C(=O)NCc2ccc(Cl)cc2)c(=O)c2cc(S(=O)(=O)N(C)C)ccc21`?
Pf growth 96h: -4.9%; Shiga inhibitor: 1.2; Cycloheximide cs: -4.6; Pf growth 48h: inconclusive; LmPK inh: -3.3%; Tb PYK inh: 6.4%; HCV inh: inconclusive

How did CN(C)S(=O)(=O)c1cccc(COC(=O)CN2CCCCCC2=O)c1 do in these assays?
Pf growth 96h: 19.5%; Shiga inhibitor: -4.9; Cycloheximide cs: -4.2; Pf growth 48h: -2.3%; LmPK inh: -2.0%; Tb PYK inh: -1.2%; HCV inh: -10.9%

How did CCN(CC)C(=O)c1cnn(-c2ccccc2)c1NC(=O)c1ccco1 do in these assays?
Pf growth 96h: -9.6%; Shiga inhibitor: -12.8; Cycloheximide cs: 4.8; LmPK inh: 3.7%; Tb PYK inh: 3.4%; HCV inh: 14.3%

How did CCc1ccc(OCC(=O)NNC(=O)CSc2ncnc3sc(C)c(C)c23)cc1 do in these assays?
Pf growth 96h: 44.2%[activator]; Shiga inhibitor: -16.4; Cycloheximide cs: 0.4; Pf growth 48h: 59.3%[activator]; LmPK inh: 1.0%; Tb PYK inh: -0.2%; HCV inh: inconclusive

How did CCc1cc(-c2onc(C)c2-c2cscn2)c(O)cc1OC do in these assays?
Pf growth 96h: 0.0%; Shiga inhibitor: -4.8; Cycloheximide cs: -6.0; Pf growth 48h: inconclusive; LmPK inh: -9.4%; Tb PYK inh: 3.6%; HCV inh: inconclusive

How did O=C1NN(c2cccc(Br)c2)C(=O)/C1=C\c1ccc(O)cc1 do in these assays?
Pf growth 96h: -18.7%; Shiga inhibitor: -2.5; Cycloheximide cs: -5.7; Pf growth 48h: 17.3%; LmPK inh: -0.8%; Tb PYK inh: 2.0%; HCV inh: -4.4%

How did COc1ccc(N2CCN(C(=O)CSc3nc4[nH]ncc4c(=O)n3-c3cccc4ccccc34)CC2)cc1 do in these assays?
Pf growth 96h: inconclusive; Shiga inhibitor: 15.6; Cycloheximide cs: 13.3; Pf growth 48h: inconclusive; LmPK inh: 9.3%; Tb PYK inh: 3.8%; HCV inh: inconclusive

How did Cn1c(=O)cc(N)n(Cc2ccccc2)c1=O do in these assays?
Pf growth 96h: -1.3%; Shiga inhibitor: -18.7; Cycloheximide cs: -3.2; Pf growth 48h: 12.1%; LmPK inh: -2.8%; Tb PYK inh: 0.5%; HCV inh: -6.0%[8.37 µM]

How did CC1(C)C(c2ccccc2)=NC(c2cccnc2)=[N+]1[O-] do in these assays?
Pf growth 96h: -7.8%; Shiga inhibitor: -15.6; Cycloheximide cs: -1.7; Pf growth 48h: inconclusive; LmPK inh: -0.1%; Tb PYK inh: -12.7%; HCV inh: 23.6%

How did O=C(NCc1ccccn1)C1CCN(S(=O)(=O)N2CCCC2)CC1 do in these assays?
Pf growth 96h: 12.4%; Shiga inhibitor: -3.2; Cycloheximide cs: -3.2; Pf growth 48h: 8.4%; LmPK inh: 0.7%; Tb PYK inh: 1.1%; HCV inh: 22.7%

Results for CCc1ccc2oc(C(=O)NCCc3ccc(S(N)(=O)=O)cc3)cc(=O)c2c1 ?
Pf growth 96h: inconclusive; Shiga inhibitor: -8.9; Cycloheximide cs: -2.5; LmPK inh: -6.6%; Tb PYK inh: -2.2%; HCV inh: 16.6%

What do the screens show for `O=C(NCC1CCCO1)C(c1cccs1)N(Cc1cccs1)C(=O)Cn1nnc(-c2cccs2)n1` (stereo unspecified)?
Pf growth 96h: -29.6%; Shiga inhibitor: 3.5; Cycloheximide cs: 0.5; Pf growth 48h: inconclusive; LmPK inh: 1.4%; Tb PYK inh: 1.4%; HCV inh: -19.1%

Results for Cn1nc(OCC(=O)O)cc1C(F)(F)F ?
Pf growth 96h: 16.6%; Shiga inhibitor: 6.4; Cycloheximide cs: 12.3; Pf growth 48h: -5.0%; LmPK inh: -10.1%; Tb PYK inh: 1.9%; HCV inh: 10.6%

What do the screens show for `CCN(CC)S(=O)(=O)c1ccc(C(=O)OCn2nnc3ccccc3c2=O)cc1`?
Pf growth 96h: 11.5%; Shiga inhibitor: -1.1; Cycloheximide cs: 0.5; Pf growth 48h: 19.2%; LmPK inh: 7.3%; Tb PYK inh: -2.1%; HCV inh: -6.0%&12.2%

How did O=C(CSc1n[nH]c(-c2cccnc2)n1)Nc1ccc(Br)cc1 do in these assays?
Pf growth 96h: 68.1%[activator]; Shiga inhibitor: -7.2; Cycloheximide cs: -3.0; Pf growth 48h: 2.8%; LmPK inh: 4.1%; Tb PYK inh: 13.6%; HCV inh: -10.1%

What do the screens show for `Cc1cc(C)nc(/N=C(\NC(=O)C(C)(C)C)Nc2ccccc2)n1`?
Pf growth 96h: 5.0%; Shiga inhibitor: -2.9; Cycloheximide cs: -1.7; Pf growth 48h: 9.7%; LmPK inh: 0.2%; Tb PYK inh: -0.8%; HCV inh: -5.8%

Entries from the list above with fluorine:
What do the screens show for `O=C(c1cccc(C(F)(F)F)c1)c1c[nH]c(C(=O)NCCCN2CCOCC2)c1`?
Pf growth 96h: inconclusive; Shiga inhibitor: 3.2; Cycloheximide cs: 4.1; Pf growth 48h: inconclusive; LmPK inh: -4.3%; Tb PYK inh: -3.6%; HCV inh: 18.4%

Results for Cc1nc2nc(SCC(=O)NCc3ccco3)nn2c(C)c1Cc1c(F)cccc1Cl ?
Pf growth 96h: inconclusive; Shiga inhibitor: -13.3; Cycloheximide cs: -1.8; Pf growth 48h: -3.3%; LmPK inh: 2.9%; Tb PYK inh: -5.1%; HCV inh: -28.9%

Results for Cn1nc(OCC(=O)O)cc1C(F)(F)F ?
Pf growth 96h: 16.6%; Shiga inhibitor: 6.4; Cycloheximide cs: 12.3; Pf growth 48h: -5.0%; LmPK inh: -10.1%; Tb PYK inh: 1.9%; HCV inh: 10.6%

Source: PubChem (National Center for Advancing Translational Sciences (NCATS))
